Insulin prom inh: inhibitors of insulin promoter-driven GFP, primary screen, imaging, TRM-6 cells (human fetal islet line), eGFP reporter, cell count; reporter expression induced with tamoxifen; inhibition, % at 2 µM; 0.9% of 130,000 active;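 active = inhibition above the mean plus 3 SD, with well images judged a real hit on visual review, cut at about 60% in these data, passing the limit was not always enough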
sdo1 growth: growth rescue of sdo1-depleted yeast, primary screen, S. cerevisiae, bone marrow failure model; 0.21% of 140,000 active; z-score at 10 µM; AID 817, 2007; S. cerevisiae sdo1-depleted JHY4D growth rescue, OD600 30 h; hits give high values; pdr5 snq2 efflux-pump mutant strain;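 active = z-score above 3 at both the 24 hr and the 30 hr optical density reads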;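 note: z-score against mean and SD of all compound wells on the same plate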
sdo1 growth Rescue 24 h: further read-out of sdo1 growth, marked with its call; z-score; S. cerevisiae sdo1-depleted JHY4D growth rescue, OD600; measured here: growth rescue at 24 h;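 0 is the plate mean of compound wells and units are plate SD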
* = called active by the depositor; . = no result given.

Insulin prom inh	sdo1 growth	sdo1 growth Rescue 24 h	mol
3	0.17	1.1	COC(=O)c1ccc(C(=O)OC)c(NC(=O)CSCc2ccc(Cl)cc2)c1
3	0.7	-0.08	Cc1ccc(C(=O)NCC2CCCO2)cc1[N+](=O)[O-] (stereo not given)
0	.	.	COc1ccc(C(C)=O)cc1CSc1nncn1C
0	0.12	-0.82	O=C(NCc1cccnc1)c1cc(-c2ccccc2)on1
-7	0.46	-0.19	NC(=O)C1CCN(C(=O)CSc2nc3ccccc3s2)CC1
7	0.08	-0.12	Cc1ccc(C(=O)NNC(=O)CSc2nnc(-c3ccccc3)n2Cc2ccccc2)cc1
6	.	.	N#C/C(=N/Nc1ccc([N+](=O)[O-])cc1)C(=N)N1CCCCC1
-17	0.26	-0.92	COC(=O)Cc1cc(=O)n2[nH]c(SC)nc2n1
43	-0.55	0.03	N#Cc1nc(COc2ccc(Cl)cc2Cl)oc1N1CCOCC1
.	0.55	0.5	COCCN1C(=O)c2oc3ccccc3c(=O)c2C1c1ccc(O)c(OC)c1 (stereo not given)
.	-1.5	-1	Cc1ccc(NC(=S)N/N=C/c2c(C)nn(-c3ccccc3)c2N2CCCC2)cc1
24	0.38	0.11	CC(C)OCCCNC(=O)C1CCC(=O)N1C1CCCC1 (stereo not given)
-20	-0.03	-0.58	Cc1ccc2nc(N3CCOCC3)c3nncn3c2c1
-3	-0.06	0.2	COc1cccc(NC(=O)C(NCCC(C)C)c2ccccc2)c1 (stereo not given)
10	-0.31	-0.89	COc1ccc(Nc2nc(N)nc(SCc3nnc(C)s3)n2)cc1
38	0.92	1.4	Cc1ccccc1NS(=O)(=O)c1ccc(F)cc1
-18	0.08	0.49	COc1cc(-c2nn3c(Cc4ccccc4)nnc3s2)cc(OC)c1OC
18	1.1	1.4	CCN1CCN(S(=O)(=O)c2cccc([N+](=O)[O-])c2)CC1
.	0.36	-0.39	CCOC(=O)C1CCCN(c2c(NCC3CCCN3CC)c(=O)c2=O)C1 (stereo not given)
21	.	.	COc1ccc(CC(=O)Nc2nnc(C(C)(C)C)s2)cc1OC
-21	-0.18	0.85	CCOC(=O)C1=C(C)NC(=S)NC1c1ccc(-c2cccc(Cl)c2C)o1 (stereo not given)
-75	-1.3	-1.4	Cc1nn(CC(=O)NC(C)c2ccccc2)c(=O)c2ccccc12 (stereo not given)
21	0.04	0.01	CCN1C(=O)C(NC(C)=O)c2cc(Br)ccc21 (stereo not given)
25	-1	-1.3	CCOC(=O)c1c(-c2cccs2)csc1NC(C)=O
-19	0.61	0.13	CCN1C(=S)SC(=O)C1=C1C=C(C)N(CCO)C(C)=C1
.	-0.09	-0.89	COc1ccc(C2CC(=O)C=C(NC3CCCC3)C2)cc1 (stereo not given)
.	0.33	-0.12	CCOC(=O)N1CCC(NC(=O)c2ccc3c(=O)n4c(nc3c2)CCCC4)CC1
45	-0.89	-0.68	CC(C)(C)c1cc(/C=N/NC(=O)Cc2nc3ccccc3[nH]2)cc(C(C)(C)C)c1O
-27	.	.	COc1cccc(OCC(=O)O)c1
.	0.28	1.5	CC(=O)c1ccc(N2Cc3ccccc3C2=NC(=O)c2cccs2)cc1
12	-0.08	0.1	Oc1c(Cl)cc(Cl)cc1/C=N/c1nccs1
16	-1.7	-1.2	CC(=O)N1N=C(c2cccc(Cl)c2)OC1c1ccc(C(C)C)cc1 (stereo not given)
3	0.02	-0.4	O=C(CCC(=O)N1CCc2ccccc21)Nc1ccccc1
.	0.52	0.09	O=C(Oc1ccc([N+](=O)[O-])cc1)c1ccc2ccccc2n1
-4	-2.2	-1.8	Cc1cc2ncn(S(=O)(=O)N3CCCCC3)c2cc1C
-12	0.31	-0.15	O=C(NCc1cccc(Cl)c1)c1ccc2nc[nH]c2c1
37	-0.79	-1	COc1cc(NC(=O)c2ccc(Br)o2)ccc1NC(=O)c1ccccc1Cl
-55	0	-0.2	Cc1occc1C(=O)OCC(=O)Nc1ccc(F)cc1
29	.	.	NS(=O)(=O)c1ccc(CCNC(=O)CN2CCC(Cc3ccccc3)CC2)cc1
-12	.	.	NNC(=O)c1ccc(CSc2nc3ccccc3s2)cc1
-244	0.38	0.07	O=C(Cn1nc(C(F)(F)F)c2c1CCCCC2)N1CCOCC1
.	0.75	-0.42	O=C(C1CCCN1C(=O)c1cccs1)N1CCc2ccccc21 (stereo not given)
-7	-2	-1.1	Cc1cc(C)c(C)c(C(=O)CSc2nnc(-c3ccc4[nH]c(C)c(C)c4c3)o2)c1C
.	-0.81	-0.45	CCOC(=O)CCN(Cc1cccs1)S(=O)(=O)c1ccc(F)cc1
.	0.34	-0.37	[O-]/[N+](=C\c1ccc(OC(F)F)cc1)c1ccccc1
19	-0.62	-0.26	Cn1c(CSCc2ccc(Cl)cc2)nnc1SCC(=O)Nc1nc2ccccc2s1
.	-0.03	-0.16	O=C(CCNc1ccc(Cl)cc1)c1cccs1
8	0.05	-0.65	COC(=O)Cc1cnc(NC(=O)C2C3CCC(C3)C2C(=O)O)s1 (stereo not given)
20	0.54	0.15	Cc1[nH]n(-c2ccc(F)cc2)c(=O)c1C=Nc1ccc(S(=O)(=O)N(C)C)cc1
.	1.5	1.7	COc1ccc(C)cc1N(CC(N)=O)S(=O)(=O)c1ccc(C)cc1
.	-0.92	-1.4	COc1ccc2[nH]c3ccccc3c2c1
-32	0.52	0.52	O=C(O)CCc1ccc(-c2ccccc2)n1NC(=O)c1sc2ccccc2c1Cl
22	-0.98	-1.1	O=C(Oc1cc(Cl)ccc1Cl)c1ccc(N2CCOCC2)c([N+](=O)[O-])c1
.	-0.73	-1.2	CC(C)NC(=O)c1ccc(-n2nc(C(F)(F)F)c3c2CCCC3)cc1
-20	0.5	0.44	COc1ccc(C(=O)N(CC2CCCO2)C(C(=O)NCCC(C)C)c2ccc(C)cc2)cc1OC (stereo not given)
-31	-2.5	-1.4	O=c1c(C(c2nnnn2C2CCCCC2)N2CCCCC2)coc2ccc(Cl)cc12 (stereo not given)
.	-0.71	-0.36	N#Cc1sc2nc3c(c(-c4ccco4)c2c1N)CCCC3
-33	1.6	3.2	Cc1ccccc1C(=O)NCCCc1ccccc1
21	.	.	NC(=O)N/N=C/c1cn(-c2ccccc2)nc1-c1ccccc1
.	0.78	0.51	CCc1c(C(=O)NN2C(=O)C3CCCCC3C2=O)csc1C (stereo not given)

Sorted by molecular weight (low to high): 5 of the compounds above
Insulin prom inh	sdo1 growth	sdo1 growth Rescue 24 h	mol
.	-0.92	-1.4	COc1ccc2[nH]c3ccccc3c2c1
.	-0.03	-0.16	O=C(CCNc1ccc(Cl)cc1)c1cccs1
.	1.5	1.7	COc1ccc(C)cc1N(CC(N)=O)S(=O)(=O)c1ccc(C)cc1
.	-0.73	-1.2	CC(C)NC(=O)c1ccc(-n2nc(C(F)(F)F)c3c2CCCC3)cc1
-7	-2	-1.1	Cc1cc(C)c(C)c(C(=O)CSc2nnc(-c3ccc4[nH]c(C)c(C)c4c3)o2)c1C

(further entries)
Insulin prom inh	sdo1 growth	sdo1 growth Rescue 24 h	mol
21	.	.	CN1/C(=C\C(=O)C[n+]2cccc(Br)c2)C(C)(C)c2ccccc21
-11	0.49	0.18	CC(C)NC(=O)C(=O)NCCc1ccc(Cl)cc1
25	.	.	O=C(Cc1csc(-c2ccccc2)n1)NCc1ccco1
-46	-0.18	-0.57	Cc1[nH]c2ccc(CNS(=O)(=O)c3ccc(S(=O)(=O)N4CCOCC4)cc3)cc2c1C
-15	-1.6	-1.2	Clc1ccc(OCc2nnc(SCc3nnc(-c4ccccc4)o3)o2)c(Cl)c1
.	1.5	1.9	Cc1ccc(S(=O)(=O)N2CCN(C(=O)CSc3nnc(C)s3)C2)cc1
-17	-0.39	-0.02	Cc1ccc(C(=O)/C=C/c2c(C)nn(-c3ccccc3)c2Cl)cc1
8	-0.26	-0.78	COc1cc(C)nc(OCCNC(=O)COc2ccc(Cl)cc2C)n1
47	0.93	-1.4	CNC(=O)NCCN1CCCC1=O
0	.	.	CC(C)CN1C(=O)C(=O)N(CC(=O)NC2CCCc3ccccc32)C1=O (stereo not given)
42	0.72	1.1	O=C(Nc1cccc(C(=O)N2CCOCC2)c1)NC1CCCCC1
38	0.93	0.72	CC(C)c1cc(C(=O)N/N=C/c2cccnc2)cs1
-67	.	.	Cc1cccc(C)c1NC(=O)CNCC(=O)N(C)C
-19	-2.5	-1.7	O=[N+]([O-])c1ccc(O)c2ncccc12
25	.	.	COc1cc(SC)ccc1C(=O)N1CC(C)OC(C)C1 (stereo not given)
.	-0.77	-0.98	O=C1c2ccccc2C(=O)N1CN(C(=O)COc1ccccc1)c1ccccc1
-12	-0.36	0.93	COc1ccc(OC)c(NC(=O)COC(=O)c2ccc(-n3cnnn3)cc2)c1
-20	.	.	CC(NC(=O)c1ccc(N(C)C)cc1)c1ccc(F)cc1 (stereo not given)
.	0.34	0.15	CC(=O)NN1C(=O)c2ccc(Oc3ccc([N+](=O)[O-])cc3)cc2C1=O
-12	-0.44	-0.63	Cc1cccc(N2C(=O)CC(N3CCN(C(=O)c4ccccc4)CC3)C2=O)c1 (stereo not given)

In another format: results already given
> COc1ccc(C(C)=O)cc1CSc1nncn1C
  Insulin prom inh = 0	sdo1 growth = .	sdo1 growth Rescue 24 h = .
> CCOC(=O)CCN(Cc1cccs1)S(=O)(=O)c1ccc(F)cc1
  Insulin prom inh = .	sdo1 growth = -0.81	sdo1 growth Rescue 24 h = -0.45
> Cc1cccc(N2C(=O)CC(N3CCN(C(=O)c4ccccc4)CC3)C2=O)c1 (stereo not given)
  Insulin prom inh = -12	sdo1 growth = -0.44	sdo1 growth Rescue 24 h = -0.63
> COc1cccc(OCC(=O)O)c1
  Insulin prom inh = -27	sdo1 growth = .	sdo1 growth Rescue 24 h = .

Next part
Insulin prom inh	sdo1 growth	sdo1 growth Rescue 24 h	mol
.	1.5	1.3	Cn1ccnc1Sc1nc2ccccc2nc1NS(=O)(=O)c1ccccc1
.	0.83	0.7	CCOC(=O)Cn1c(=O)n(Cc2ccco2)c(=O)c2ccc(C(=O)NC3CCCC3)cc21
-46	-0.32	2.1	COc1ccc(C2C(C(C)=O)=C(C)N=c3s/c(=C/c4ccc5c(c4)OCO5)c(=O)n32)cc1 (stereo not given)
.	-0.71	-1	O=C1c2ccccc2C(=O)N1CCN1CCc2ccccc21
0	-1	0.06	CSc1nc(Oc2ccc(Cl)cc2)c2sccc2n1
37	0.29	-0.33	CC(C)CN1C(=O)C(NC(=O)C2CC2)(C(F)(F)F)C2=C1CC(C)(C)CC2=O (stereo not given)
.	0.03	0.47	Cc1ccc(-c2ccc(SCC(=O)Nc3ccc4c(c3)OCCO4)nn2)cc1
33	0.22	-0.88	O=S(=O)(c1cc(-c2nc3ccccc3s2)ccc1Cl)N1CCOCC1
45	-0.33	-0.58	O=S(Cc1ccc(Cl)cc1)CC(O)COc1ccc(Cl)cc1 (stereo not given)
-57	.	.	COc1ccc(CC(=O)NNS(=O)(=O)c2ccccc2)cc1OC
52	-0.03	-0.64	CC(=O)OC[C@H]1O[C@H](C/C=N/OC[C@@H](O)[C@H]2O[C@@H]3OC(C)(C)O[C@@H]3[C@H]2O)C=C[C@@H]1OC(C)=O
30	0.36	-0.03	Cc1c(C(=O)Nc2ccccc2C(=O)N2CCOCC2)cccc1[N+](=O)[O-]
0	.	.	Cc1cc(=O)oc2cc(OCC(=O)c3ccc4c(c3)NC(=O)CO4)ccc12
.	0.21	0.03	CCCc1oc(C(=O)O)cc1CN1CCCC1
-29	-2.1	-1.9	CCOC(=O)c1cc(CC)sc1NC(=O)c1ccc(N2C(=O)CCC2=O)cc1
.	-1.1	-0.93	COC(=O)CCC(=O)Nc1ccc(NC(=O)CCC(=O)OC)cc1
0	-0.08	-0.72	N#CCSc1nnc(N)s1
-356	-0.51	-0.67	CCCNC(=O)c1cc(-c2ccco2)on1
45	0.92	0.48	O=C(NC1CC1)c1sc2cc([N+](=O)[O-])ccc2c1Cl
-244	.	.	COc1ccc(N(C(=O)c2cnccn2)C(C(=O)NC2CCCCC2)c2ccc(Cl)cc2)cc1 (stereo not given)
-29	.	.	O=C1c2cccnc2C(Nc2ccc(F)c(Cl)c2)N1Cc1cccs1 (stereo not given)
.	-1.4	0.32	COc1cc(C(=O)NCc2cccc3ccccc23)cc(Cl)c1OC
.	0.1	0.13	COc1cc([C@H]2[C@@H]3CCCC[C@]3(O)CCN2CC(=O)Nc2ccc(C)cc2)ccc1O
.	-0.66	0.22	CCOC(=O)CNC(=O)CSc1nnc(-c2cccc(C)c2)n1-c1ccc(OC)cc1
-23	-1.5	-0.49	O=S(Cc1ccc(Br)cc1)Cc1nnc(SCc2c(Cl)cccc2Cl)n1-c1ccccc1 (stereo not given)
14	.	.	O=C(NCCN1CCC(Cc2ccccc2)CC1)C1CCN(S(=O)(=O)N2CCC3(CC2)OCCO3)CC1
.	0.52	0.74	C=CCOc1ccc2nc(NC(=O)OC)[nH]c2c1
.	0.86	0.06	COc1cc(N)ccc1C(=O)O
0	-0.03	-0.19	COc1ccc(C)cc1S(=O)(=O)N(C)CC(=O)NC1CCCC1
-2	.	.	FC(F)(F)Oc1ccc(NC(=S)NCCCN2CCOCC2)cc1
-2	-0.6	-0.56	CCN(CCO)Cc1csc2ccc(C(C)(C)C)cc12
.	-0.56	-0.51	CCc1c(C)nc2ccc(Br)cc2c1SCCC#N
.	0.16	-0.01	CCC(C)[C@@H](C(=O)Nc1ccc(OC)c(OC)c1)N1Cc2ccccc2C1=O (stereo not given in full)

These rows are one share of the data; count on the stated rates, not on these rows.
